Screens (PubChem BioAssay)
SENP1 FRET inh – human SENP1 catalytic domain inhibitors, primary screen, biochemical, FRET, uHTS; Sentrin-specific protease 1 (Homo sapiens), Q9P0U3; recombinant SENP1 catalytic domain, CyPet-SUMO1-YPet FRET cleavage; inhibition, % at 10 µM; actives 0.21% (n = 360,000); AID 624204, 2012;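 active means inhibition at least 30% at 10 µM, raw YFP signal under a set limit, fluorescence ratio 0.5 to 1.5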;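 further: 0% = enzyme with DMSO and 100% = no enzyme wells; some results filed as inactive read as strong as hits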
Target sequence (Q9P0U3 419-644 limits assumed): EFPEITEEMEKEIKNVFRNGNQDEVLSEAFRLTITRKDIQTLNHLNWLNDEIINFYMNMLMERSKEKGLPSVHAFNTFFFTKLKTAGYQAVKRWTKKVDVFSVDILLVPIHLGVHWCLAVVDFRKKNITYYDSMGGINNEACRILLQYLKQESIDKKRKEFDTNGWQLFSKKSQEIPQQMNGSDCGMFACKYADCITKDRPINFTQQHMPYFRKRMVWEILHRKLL
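Assay system: hSENP1 catalytic domain, recombinant. Amount: SENP1 enzyme, 20 pM final. Schedule: 50 min reaction, RT, dark. Technique: FRET, CFP and YFP emission. Control set: no-enzyme wells low, DMSO-plus-enzyme wells high control.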
hIAP act – human IAP activators, primary screen, biochemical, luminescence, uHTS | actives 0.16% (n = 330,000) | activation factor at 10 µM | purified human IAP, CDP-Star luminescence, 30 min; active compounds read high; 1 = vehicle-only enzyme, 0 = enzyme-free background | Intestinal-type alkaline phosphatase (Homo sapiens), P09923 | AID 2524, 2010;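 active means activation factor of the enzyme at least 2-fold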; further: the source names both 10 and 20 µM as test concentration; values of inactives mirror those of a sister screen read the other way
SENP8 inh – human SENP8 protease inhibitors, primary screen, biochemical, fluorescence, Nedd8 protein substrate, uHTS | Sentrin-specific protease 8 (Homo sapiens), Q96LD8 | recombinant SENP8 | inhibition, % at 20 µM | actives 0.64% (n = 360,000) | AID 602440, 2012; in the data active means inhibition mostly above about 40%, no sharp cut-off; inactive means mostly below about 27%
Target sequence (Q96LD8 whole entry, looked up): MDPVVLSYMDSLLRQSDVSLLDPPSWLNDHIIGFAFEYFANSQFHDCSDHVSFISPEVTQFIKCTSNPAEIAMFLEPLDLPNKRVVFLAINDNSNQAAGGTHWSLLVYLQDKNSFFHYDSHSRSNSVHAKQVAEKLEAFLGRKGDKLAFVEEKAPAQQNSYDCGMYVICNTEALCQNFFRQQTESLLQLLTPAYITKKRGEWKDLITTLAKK
SENP6 inh – SENP6 protease inhibitors, primary screen, biochemical, luminescence, uHTS. inhibition, % at 10 µM. Sentrin-specific protease 6 (Homo sapiens), Q9GZR1. Recombinant SENP6 catalytic domain, aminoluciferin luminescence. actives 1.8% (n = 330,000);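 active means inhibition above about 50% at the single tested dose, limit read from the data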;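 further: plate controls were DMSO wells with enzyme for no effect and DMSO wells lacking enzyme for full effect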
PfG6PD inh – PfG6PD enzyme inhibitors, primary screen, biochemical, fluorescence intensity, uHTS. glucose-6-phosphate dehydrogenase-6-phosphogluconolactonase (Plasmodium falciparum 3D7). AID 504690, 2011. actives 0.78% (n = 350,000). PfGluPho enzyme, NADPH resazurin-diaphorase fluorescence. inhibition, % at 20 µM;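 active means inhibition reaching at least a set limit at 20 µM in the primary screen, cut at about 59% in these data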;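 further: 0% = DMSO wells with substrate and 100% = DMSO wells lacking glucose-6-phosphate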
MPTP inh – mitochondrial permeability transition pore inhibitors, primary screen, biochemical, isolated mouse mitochondria, absorbance; Ca2+ swelling absorbance, 30 min; inhibition, % at 10 µM; actives 1.4% (n = 360,000); AID 602449, 2012;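 active means inhibition of 50% or more, scaled per plate between neutral and stimulator controls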;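 further: 0% = DMSO wells given calcium and 100% = 1 mM EGTA wells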
ATG4B inhibitor – ATG4B protease inhibitors, primary screen, biochemical, fluorescence, uHTS | inhibition, % at 8.33 µM | ATG4B cleavage of LC3-PLA2, NBD-HPC fluorescence, 1 h | actives 0.51% (n = 340,000) | Cysteine protease ATG4B (Homo sapiens), Q9Y4P1; in the data active means inhibition above about 40%
Target sequence (Q9Y4P1 whole entry, looked up): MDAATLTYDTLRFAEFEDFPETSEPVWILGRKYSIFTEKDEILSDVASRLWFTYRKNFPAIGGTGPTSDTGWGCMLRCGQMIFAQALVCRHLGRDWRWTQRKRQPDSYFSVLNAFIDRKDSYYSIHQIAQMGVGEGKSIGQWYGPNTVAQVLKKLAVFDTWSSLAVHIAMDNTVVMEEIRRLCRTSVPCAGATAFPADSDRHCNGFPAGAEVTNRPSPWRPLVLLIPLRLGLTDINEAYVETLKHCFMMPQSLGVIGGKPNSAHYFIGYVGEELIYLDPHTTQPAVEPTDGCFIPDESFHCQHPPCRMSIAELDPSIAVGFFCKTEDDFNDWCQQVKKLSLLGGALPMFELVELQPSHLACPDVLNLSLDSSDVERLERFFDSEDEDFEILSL
GRIN3A LBD mod – binders of NR3A ligand-binding domain, primary screen, biophysical, differential scanning fluorimetry, uHTS. Glutamate receptor ionotropic, NMDA 3A (GRIN3A) ligand-binding domain. NR3A LBD differential scanning fluorimetry, Tm shift; 0% = protein alone, 100% = glycine-bound protein. Tm shift relative to glycine control, % at 25 µM. actives 2.5% (n = 340,000);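 active means melting temperature shift of at least 10% of the positive control shift, at one fixed dose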
Starred values were filed as active, the others as inactive; x = not tested or not shown; & = joins results of further samples.

mol	ATG4B inhibitor	GRIN3A LBD mod	MPTP inh	SENP6 inh	hIAP act	PfG6PD inh	SENP8 inh	SENP1 FRET inh
O=C(c1ccccc1)c1ccc(-c2ccc(O)cc2)cc1	-14	-2	0.9	50*	0.78	-11	-30	2
CCN1CCN(C(=O)c2cc(S(=O)(=O)N3CC(C)CC(C)C3)ccc2Cl)CC1 (stereo not given)	-2	2	-1.7	-4	0.94	5	13	2
COc1ccc(C(=O)NCc2ccccc2CN2CCCC2)cc1S(=O)(=O)N1CCOCC1	3	0	-2.5	-18	0.83	0	18	0
CSc1nc(N)n(-c2cc(C(F)(F)F)ccn2)n1	-3	1	0.1	-6	1	0	9	0
Cc1cccc(OCC(=O)NNc2c3ccccc3nc3ccccc23)c1	-4	-3	12	-9	0.86	11	-274	-89
CCN1CCN(Cc2ccc(NC(=O)c3cc(NC(=O)N4CCNC4=O)cc(OC)c3)cc2C(F)(F)F)CC1	-14	-1	-2.4&-0.8	-3	0.85	16&2	17&10	2&-1
O=C(NC1c2ccccc2-c2ccccc21)N1CCCCC1	0	-1	-0.2	x	x	7	8	2
CC(C)CN(C(=O)CSc1nnc2c(Cl)cc(C(F)(F)F)cn12)C1CCS(=O)(=O)C1 (stereo not given)	8	1	-0.6	-9	1	1	-45	-1
COc1cccc(NC(=O)c2ccc(N3C(=O)C4CC=C(C)CC4C3=O)cc2)c1 (stereo not given)	-2	-19	-0.1	4	0.84	4	32	2
Cc1ccc2nc(SCC(=O)Nc3ccc4c(c3)OCCO4)[nH]c2c1	3	-4	-0.1	-7	0.95	-1	7	2
CCCCCCNS(=O)(=O)c1ccc(Cl)s1	-2	-7	31	14	0.94	11	5	1
CCn1c(SCc2ccc(C(=O)Nc3cc(C)cc(C)c3)cc2)nnc1-c1ccncc1	-17	0	-0.1	-15	0.98	-15	18	0
Cc1nc(SCC(=O)NCC2CCCO2)nc(C)c1C (stereo not given)	-4	4	-1.7	-4	1.1	15	15	-1
CN1CCN(/N=C/c2nc(-c3ccc(Cl)cc3)n3ccccc23)CC1	11	2	-0.4	-6	0.9	6	-176	4
CCSc1cc(N2CCCC2)nc(-c2ccccc2)n1	-6	0	-0.7	9	0.93	0	-13	2
COc1cc(C(=O)OCC(=O)Nc2ccc(OC(F)F)cc2)cc(OC)c1OC	-5	2	7.1	-1	0.94	22	3	2
O=C(CCc1ccccc1)Nc1ccc(NC(=O)C2CCCCC2)nc1	-4	7	-1.3	-5	1	7	2	-3
S=C(c1ccccc1)N(c1ccccc1)c1ccccc1	7	-2	5.6	-13	1.1	-23	34	2
CCOC(=O)N1CCN(c2ccccc2O)CC1	-9	2	-0.4	-14	1	12	17	-1
Cc1ccc(NC(=O)CN(C)C(=O)CSc2nc(C)cs2)cc1	-5	3	1.0	-8	0.91	4	16	2
COc1ccccc1CN1CCNC(=O)C1CC(=O)NCCOc1cccnc1 (stereo not given)	4	-21	0.9	-26	0.88	-2	-9	-2
CC(/C=N/NC(=O)NC1CCCCC1)=C\c1ccccc1	8	-3	-1.4	3	0.99	-3	4	0
CC(C)CNC(=O)c1cccc(NC(=O)c2ccccc2-c2ccccc2C(=O)O)c1	-4	5	-1.5	-30	0.84	-3	-3	0
CCOc1ccccc1C1C(C(=O)OC)=C(N)OC2=C1C(=O)CCC2 (stereo not given)	-2	0	1.7	-16	0.96	-10	9	-1

Random excerpt: 3 records from the list.
mol	ATG4B inhibitor	GRIN3A LBD mod	MPTP inh	SENP6 inh	hIAP act	PfG6PD inh	SENP8 inh	SENP1 FRET inh
CCOc1ccccc1C1C(C(=O)OC)=C(N)OC2=C1C(=O)CCC2 (stereo not given)	-2	0	1.7	-16	0.96	-10	9	-1
COc1cc(C(=O)OCC(=O)Nc2ccc(OC(F)F)cc2)cc(OC)c1OC	-5	2	7.1	-1	0.94	22	3	2
Cc1ccc(NC(=O)CN(C)C(=O)CSc2nc(C)cs2)cc1	-5	3	1.0	-8	0.91	4	16	2

Going on with the list.
mol	ATG4B inhibitor	GRIN3A LBD mod	MPTP inh	SENP6 inh	hIAP act	PfG6PD inh	SENP8 inh	SENP1 FRET inh
Fc1ccc(C2Nc3cccc4cccc(c34)N2)cc1	1	-6	1.4	15	1	47	34	6
COc1cccc(C2=CC(c3cccs3)n3nnnc3N2)c1 (stereo not given)	-6	-4	0.1	-14	0.81	14	-27	40
O=C(Cc1c[nH]c2ccccc12)N1CCN(S(=O)(=O)c2ccc(Cl)cc2)CC1	-10	-2	-1.5	-12	1	-1	-2	-4
Cn1c2ccccc2c2ncn(CCCN3CCOCC3)c(=O)c21	-4	-1	-1.1	-8	0.81	-7	-166	0
COC(=O)c1c(NC(=O)CN2C(=O)C(=O)N(C(C)C)C2=O)sc(C)c1C	-34	0	-1.4	-6	0.98	-11	-6	-1
N#Cc1ccc2[nH]cc(CCO)c2c1	-3	1	-0.9	-16	1	7	-20	9
COCCNC(=O)c1c(CSc2ccc(F)cc2)noc1C(=O)NCc1ccccc1	-10	1	0.0	-18	1	24	12	0
N#CCCn1cc(C=O)c(-c2cccs2)n1	0	2	-1.4	-10	1	3	6	0
Cc1cc(C)n(CC(=O)NNC(=O)COc2ccc(Br)cc2F)n1	-9	0	-2.5	0	1.6	-12	8	3
O=C(OCCN1CCCCC1)c1cc2ccccc2o1	-1	0	-1.0	-11	1.1	-17	13	2
CN(C(=O)c1ccc(NC(=O)Cc2ccc(NC(=O)C3CCCN(C(=O)C4CCCC4)C3)cc2)cc1)C1CC1 (stereo not given)	-5	-1	-0.1	-19	0.91	3	3	4
COc1ccccc1C(=O)Nc1cccc2nc(C)ccc12	-9	1	-0.5	19	1.5	11	-32	1
CC(C)(C)c1ccc(C(=O)NCC(=O)N2CCCC2)cc1	2	-2	0.4	-7	1.1	-5	2	1
O=C1COc2ccc(C(=O)COC(=O)c3sc4ccccc4c3Cl)cc2N1	-12	0	4.0	3	1	-7	10	1
CCOC(=O)N1CCN(C(=O)C2CCN(Cc3ccc(O)c(OCC)c3)CC2)CC1	-1	0	-0.7	16	0.92	25	3	1
COc1ccc(Cc2noc(CN(C)CC(O)c3ccccc3)n2)cc1OC (stereo not given)	-3	-2	1.6	-1	0.99	13	12	1
OC1COC(OCC2OC(OCc3ccccc3)C(O)C(O)C2O)C(O)C1O (stereo not given)	-17	-4	-0.9	-3	0.85	-7	2	-4
Cc1ccc(C(=O)/C=C/c2ccc3ncccc3c2)cc1	6	7	-0.1	-10	1	32	6	1
N#Cc1ccc(CN2C(=O)NC3(CCCCCC3)C2=O)cc1	-4	0	0.0	-8	1	0	7	1
CCN(C(=O)CSc1nc2ccccc2n1CC(C)C)c1c(N)n(Cc2ccccc2)c(=O)[nH]c1=O	-1	-2	1.0	x	x	13	-10	-5
COc1ccccc1C(=O)NC(=O)COC(=O)c1ccc(Br)o1	-11	3	-1.7	-5	1.1	6	0	-1
O=C(Nc1cccc(Cl)c1)NC1CC2CCC1C2 (stereo not given)	-2	-7	55*	15	1.1	39	11	0
O=C(Nc1cccc2cccnc12)c1cccnc1	-8	-2	-0.8	-2	0.84	-18	13	-1
COc1cccc2cc(-c3ccnc(N)n3)oc12	-6	0	0.6	15	0.91	0	-436	-1
COc1ccc(/C=N/OCC(=O)N=Nc2c(O)[nH]c3ccc(Br)cc23)cc1OC	3	-25	16	-3	1	-17	12	0
C[C@H](CO)N1C[C@H](C)[C@H](CN(C)C(=O)c2cc(-c3ccccc3)on2)OCc2cnnn2CCCC1=O	x	x	-0.1	x	x	8	9	0
CCOc1ccc(NS(=O)(=O)c2ccc3[nH]cc(C(=O)NC(C)CC)c(=O)c3c2)cc1 (stereo not given)	-16	6	-13	-29	1.1	-10	9	2
Cc1cc(NC(=O)CN2C(=O)[C@@H]3[C@H](C2=O)[C@@H]2C[C@H]3C(Br)C2Br)no1 (stereo not given in full)	0	-32	-1.9	-10	0.98	-3	17	-1
CNC(=O)Nc1ccc(Cl)cc1	1	-2	96*	4	0.99	-4	16	-1
CC1(C)Cc2c(ccc3ccccc23)C2=C(C(=O)N3CCCC3)C(=O)C(=O)N21	-4	1	-0.5	x	x	1	25	1
CCCCC(CC)C(=O)Nc1ccc(Nc2ccccc2)cc1 (stereo not given)	-4	-4	4.4	11	1	33	7	3
CCOC(=O)C1=CN(Cc2ccc(Br)cc2)S(=O)(=O)NC1C (stereo not given)	x	0	0.8	x	x	2	6	-1
Cc1[nH]n(-c2ccc([N+](=O)[O-])cc2)c(=O)c1C=NCCN1CCN(C(=O)c2cccc(F)c2)CC1	-22	-6	0.5	90*	0.97	-20	15	5
Cc1oc(-c2cccs2)nc1CN1CC[C@@](O)(c2ccccc2)[C@H]2CCCC[C@@H]21	14	-3	-2.9	2	0.88	11	-19	-9
CC1CCN(S(=O)(=O)N2CCN(C(=O)c3ccc4c(c3)OCO4)CC2)CC1	-8	0	-2.2	-21	0.95	2	7	0
Cc1ccc(S(=O)(=O)Nc2ccc3c(c2)nc(CCN2CCCC2)n3C)cc1	-2	2	-0.2	-9	1.3	15	-19	-10
O=C(CN1CCN(c2cccc(Cl)n2)CC1)N1CC(O)CO1 (stereo not given)	3	-1	0.9	14	1	-9	10	-1
Cc1ccc(S(=O)(=O)CCC(=O)Nc2cccc(Cl)c2)cc1	-7	0	1.7	9	0.87	48	11	-1
Cc1c(Br)c(C(F)(F)F)nn1CC(=O)NCc1ccco1	6	-2	2.2	0	1.2	15	2	0
Nc1nnc(CC(=O)N/N=C/c2ccc(-c3ccc(Cl)cc3Cl)o2)s1	-3	-1	5.9	-2	0.8	-8	-293	-3
COc1ccc(NC(=O)CN(C)C(=O)c2ccc(COc3ccccc3)o2)cc1	3	1	-0.1	0	0.9	-9	6	2
O=C1c2cccc3cc(Br)cc(c23)C(=O)N1Nc1ccc(Br)cc1	-3	6	1.3	-3	0.91	-16	24	2
CCOc1ccc(C(=O)NCC(=O)OCc2cc(C(C)=O)ccc2OC)cc1	2	-2	1.2	-14	1.1	-6	23	2
CCOC(=O)C1=C(N)OC2=C(C(=O)CCC2)C1c1ccc(C)s1 (stereo not given)	0	1	-0.1	-10	0.88	14	14	1
CCN(CCO)C1CC(=O)N(c2ccccc2C)C1=O (stereo not given)	-5	-1	0.7	0	0.8	-6	8	4
CCN(CC)S(=O)(=O)c1ccc(NC(=O)c2cnccn2)cc1	-2	-1	0.5	15	1.1	-1	11	0
COc1ccc(C(=O)/C=C/c2ccccc2C(F)(F)F)cc1	6	-36	4.3	17	1	33	11	2
Cc1ccc([C@H]2N[C@]3(CCCN(Cc4ccc(Br)cc4)C3=O)[C@H]3C(=O)N(Cc4ccccc4)C(=O)[C@@H]23)cc1	x	x	0.4	x	x	13	12	2
CCC(=O)Nc1nc2ccc([N+](=O)[O-])cc2s1	2	0	2.6	7	1.1	-2	21	-4
COc1cccc(CNC(=O)C2CCN(S(=O)(=O)c3c(C)nn(C)c3C)CC2)c1	-2	0	0.2	-14	1.1	11	-2	-2
